RGS12 GoLoco inh = qHTS Assay for Inhibitors of RGS12 GoLoco Motif Activity (Red Fluorophore); Guanine nucleotide-binding protein G(i) subunit alpha-1 (Homo sapiens), P63096; Gai1:RGS12 GoLoco peptide FP, rhodamine, 10 min; Potency, µM (highest dose often 61.6 µM), without a hit: at the top dose activity, negative = inhibition, actives largely listed as inhibitors; 230,000 tested, 0.44% active; AID 880, 2007; active = well fitted inhibition curve with a large enough effect, not every such curve was filed as active; inactive = no such curve, though single readings can be large or run the other way; note: % is set by controls: 0 for no effect and ±100 for the full control effect; nearly all actives have a fitted effect of over 30% in size; many of its hits are not listed in these tables
Target sequence (P63096 whole entry, looked up): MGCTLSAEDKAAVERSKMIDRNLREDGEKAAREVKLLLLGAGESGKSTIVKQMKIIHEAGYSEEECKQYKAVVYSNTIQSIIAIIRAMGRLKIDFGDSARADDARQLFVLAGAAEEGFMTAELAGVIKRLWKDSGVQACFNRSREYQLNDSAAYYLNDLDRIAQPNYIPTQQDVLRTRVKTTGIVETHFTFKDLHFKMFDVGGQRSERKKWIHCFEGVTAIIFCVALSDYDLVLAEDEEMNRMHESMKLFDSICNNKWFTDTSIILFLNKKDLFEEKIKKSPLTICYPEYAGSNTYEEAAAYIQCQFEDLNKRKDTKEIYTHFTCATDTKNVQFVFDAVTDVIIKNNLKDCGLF
TR SRC2 fluor cs = Total Fluorescence Counterscreen for Inhibitors of the Interaction of Thyroid Hormone Receptor and Steroid Receptor Coregulator 2. AID 1479, 2009. TRb/SRC2 Texas Red total fluorescence interference. 280,000 tested, 0.29% active. Potency, µM (highest dose often 106 µM), for the others: at the highest dose fluorescence change, negative = quenching; active = well fitted curve in either direction with a large enough effect; inconclusive = small, poorly fitted or top-dose-only effect; note: % is set by controls: 0 for no effect and ±100 for the full control effect
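Flags fluorescent or light-absorbing compounds by total fluorescence, S + 2P, at 555 nm excitation and 632 nm emission. Mixture: 20 nM Texas Red SRC2 peptide, 0.6 uM human TRb LBD, 1 uM T3, 5% DMSO; compound exposure 5 h at ambient temperature.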
SMN2 splice enh = qHTS Assay for Enhancers of SMN2 Splice Variant Expression. HEK293 SMN2-luciferase splicing reporter, luminescence, 30-36 h. Potency, µM (top dose mostly 46.1 µM), without a hit: top-dose activity change, positive = activation, most hits filed as activators. 210,000 tested, 2.8% active; note: % of control where 0% means no effect; nearly all actives have a fitted effect of over 55% in size
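qHTS luciferase splicing reporter: luminescence rises when SMN2 exon 7 is included in transfected HEK293 cells. Compound exposure lasted 30-36 h at 37C, with 4.5 mM final sodium butyrate as control, followed by a ONE-Glo read.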
TRb SRC2 PPI = qHTS for Inhibitors of the Interaction of Thyroid Hormone Receptor and Steroid Receptor Coregulator 2 | Thyroid hormone receptor beta (Homo sapiens), P10828 | TRbeta-SRC2 peptide binding, fluorescence polarization; receptor liganded with 1 µM T3 | Potency, µM (doses to about 106 µM), inactives show at the top dose activity change, negative = inhibition, most hits filed as inhibitors | 280,000 tested, 0.065% active;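 note: plate controls were bound peptide for no effect and peptide without receptor for full effect; nearly all actives have a fitted effect of over 50% in size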
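Human TRb LBD (0.6 uM) plus Texas Red-labeled SRC2 peptide (20 nM), 1uM T3, 5% DMSO, 5 hr at ambient temperature. Decreased polarization (555/632 nm) flags inhibition; data normalized to free and bound peptide controls.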
RECQ1 inh = qHTS Assay for Inhibitors of RecQ-Like Dna Helicase 1 (RECQ1); 240,000 tested, 0.54% active; RECQ1 DNA unwinding, red fluorescence kinetic read; Potency, µM (highest dose often 57.3 µM), inactives show top-dose activity, negative = inhibition, most hits filed as inhibitors;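 note: plate controls were vehicle for no effect and no enzyme for full effect; nearly all actives have a fitted effect of over 30% in size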
Target sequence (P46063 whole entry, looked up): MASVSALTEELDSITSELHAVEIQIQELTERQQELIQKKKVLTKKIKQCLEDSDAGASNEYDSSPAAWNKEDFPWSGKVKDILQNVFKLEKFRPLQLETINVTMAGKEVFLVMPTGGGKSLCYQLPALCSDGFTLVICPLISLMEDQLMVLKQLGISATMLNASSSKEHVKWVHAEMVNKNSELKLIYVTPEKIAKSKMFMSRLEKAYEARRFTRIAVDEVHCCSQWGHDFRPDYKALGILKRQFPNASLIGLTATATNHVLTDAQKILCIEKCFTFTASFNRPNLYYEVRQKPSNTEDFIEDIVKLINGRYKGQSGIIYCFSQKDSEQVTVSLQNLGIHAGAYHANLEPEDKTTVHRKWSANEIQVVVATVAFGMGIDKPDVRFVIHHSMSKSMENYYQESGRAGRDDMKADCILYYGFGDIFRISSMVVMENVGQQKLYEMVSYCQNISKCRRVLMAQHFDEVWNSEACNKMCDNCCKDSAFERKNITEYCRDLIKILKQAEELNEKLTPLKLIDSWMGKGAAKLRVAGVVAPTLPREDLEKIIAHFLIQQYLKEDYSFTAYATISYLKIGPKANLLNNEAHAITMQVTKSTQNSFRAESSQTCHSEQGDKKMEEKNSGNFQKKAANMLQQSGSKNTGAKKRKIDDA
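RECQ1T1 50 nM; forked duplex (20 bp + 30-nt ss tails) 200 nM, ATP 2 mM final; pH 8.0, 2 mM MgCl2, 2.5 ug/ml poly(dI-dC); 15 min compound preincubation; discontinuous kinetic read over 2 h at RT.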
LMNA splice mod = qHTS Assay for Modulators of Lamin A Splicing; HeLa LMNA splicing GFP/RFP minigene ratio, 48 h; Potency, µM (highest dose often 46.1 µM), inactives show at the top dose ratio change, negative = inhibition, actives largely listed as inhibitors; AID 1487, 2009; 200,000 tested, 0.01% active; active = well fitted inhibition curve with a large enough effect in the signal ratio, with a control signal flat, not every such curve was filed as active; inconclusive = small, poorly fitted or top-dose-only effect, or effect the other way, or a change in a side signal; the % refers to the signal ratio; note: % is set by controls: 0 for no effect and ±100 for the full control effect
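S3 HeLa stable clones carrying a lamin A-EGFP splicing minigene plus DsRed2 were seeded at 600 cells/well in Opti-MEM with 2% FBS, pin-dosed and incubated 48 h at 37°C. Acumen cytometry (488 nm) gave the GFP/RFP total-intensity ratio.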
ALDH1A1 inh = qHTS Assay for Inhibitors of Aldehyde Dehydrogenase 1 (ALDH1A1) | Aldehyde dehydrogenase 1A1 (Homo sapiens), P00352 | Purified ALDH1A1, NADH fluorescence, propionaldehyde substrate | Potency, µM (doses to about 75.3 µM), for inactives: at the top dose activity, negative = inhibition, usual class: inhibitors | 220,000 tested, 7.3% active; active = well fitted inhibition curve with a large enough effect, not every such curve was filed as active; inconclusive = small, poorly fitted or top-dose-only effect, or another doubt; inactive = no such curve, though single readings can be large or run the other way;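 note: plate controls were no enzyme wells and a reference inhibitor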
KDM4E inh = qHTS Assay for Inhibitors of Human Jumonji Domain Containing 2E (JMJD2E); Lysine-specific demethylase 4E (Homo sapiens), B2RXH2; JMJD2E catalytic domain, FDH-coupled NADH fluorescence (FDH is formaldehyde dehydrogenase); Potency, µM (titrated, usually from 57.1 µM), inactives show at the highest dose activity change, negative = inhibition, usual class: inhibitors; 230,000 tested, 1.6% active; AID 2147, 2009; active = well fitted inhibition curve with a large enough effect, not every such curve was filed as active; inconclusive = small, poorly fitted or top-dose-only effect, or another doubt; inactive = no such curve, though single readings can be large or run the other way;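 note: 0% = wells with enzyme and -100% = buffer wells without enzyme; nearly all actives have a fitted effect of over 50% in size; many of its hits are not listed in these tables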
* hit, by the source's call; i = inactive; ? = inconclusive; . = no result given; & = joins results of further samples; [ ] = another dose, or the depositor's remark. Unless noted, calls come from the whole dose curve; as a rule, active = well fitted curve in the direction sought with a large enough effect; inconclusive = small, poorly fitted or top-dose-only effect, or another doubt; inactive = no such curve, though single readings can be large; an effect the other way counts as inactive or inconclusive. Potency is the fitted concentration of half-maximal effect. Not all compounds are listed; count on the stated rates, not on these rows.

Structure	RGS12 GoLoco inh	TR SRC2 fluor cs	SMN2 splice enh	TRb SRC2 PPI	RECQ1 inh	LMNA splice mod	ALDH1A1 inh	KDM4E inh
COC(=O)CCC/C=C1\SC[C@@H](NC(=O)c2ccccc2)C1NC(C)=O (stereo partly drawn)	1%	-1%	-5%	-4%	-15%	-4%	-5%	8%
N/C(=N\OC(=O)/C=C/c1ccccc1)c1ccccn1	20%	-2%	13µM*	-9%	i	-2%[46 µM]	2%	-3%
CC1CCCN(S(=O)(=O)c2ccc(NC(=O)Cn3nnc(-c4ccccc4F)n3)cc2)C1 (stereo not drawn)	9%	2%	-18%	4%	-18%	4%	?	0%
CCn1c(CCn2ccnc2C)n[nH]c1=S	-4%	-1%	9%	-8%	i	-10%	15%	-5%
Cc1oc(-c2cccs2)nc1CS(=O)CC(=O)NC1CCCCCC1 (stereo not drawn)	24%	1%	1%	0%	-8%	?	?	-3%
O=C(O)CN1CCCCCC1=O	6%	-1%	-4%	5%	i	-11%[46 µM]	4%	0%
C=C(C)CSc1nc2nc(C)cc(C)n2n1	3%	-5%	6%	-5%	0%	-7%	?	-26%
Cc1cc(C)nc(N(C#N)Cc2cccc(Cl)c2)n1	-15%	-6%	0%	-1%	18%	.	-14%	?
COc1cc(/C=C2/NC(=O)NC2=O)cc(Br)c1OCc1ccccc1	5%	-2%	3%	-3%	-11%	0%[46 µM]	4%	8%
CCCNc1nc(Cl)nc(NC(C)(C)C)n1	6%	1%	-12%	-1%	i	-3%[46 µM]	3%	-1%
Cc1cccc(NC(=O)Cn2c(=O)n(Cc3ccco3)c(=N)c3c4c(sc32)COC(C)(C)C4)c1	4%	0%	3%	6%	-10%	2%	?	-4%
CC(=O)NCC(=O)OCN1C(=O)c2ccccc2C1=O	2%	-3%	14%	6%	-2%	-7%	6%	-3%
CCOP(=O)(OCC)C(Nc1ccccc1)c1ccco1 (stereo not drawn)	3%	0%	-21%	0%	-11%	.	11%	3%
Cc1cc(=O)oc2cc(NC(=O)c3cc4ccccc4o3)ccc12	4%	-1%	7%	-6%	22%	-6%	?	?
CCN(CC)C(=O)CSc1nnc(CSc2ncccn2)n1C	1%	0%	.	-8%	-1%	.	.	9%
Cc1nn(CC(=O)Nc2ccc3c(c2)nc(CN2CCCCC2)n3C)c(=O)c2ccccc12	12%	-2%	.	-3%	i	-11%	-12%	-8%
O=C(N/N=C/c1cc([N+](=O)[O-])ccc1Cl)c1cnccn1	6%	-1%	.	-4%	-2%	?	9%	1%
COc1ccccc1NC(=O)c1sc2ncn(Cc3cccc4ccccc34)c(=O)c2c1C	39%[activator]	0.89µM*[quencher]	-29%	?	0%	-3%	42%[activator]	-7%
Cc1snc(SCC(=O)c2ccc([N+](=O)[O-])cc2)c1C#N	14µM*	-6%	?	-7%	i	.	2.8µM*	4.5µM*
COC(=O)C1=C(N)Oc2cc(C)n(Cc3cccnc3)c(=O)c2C1c1cc(OC)ccc1OC (stereo not drawn)	.	-2%	.	-7%	-6%	-4%	-3%	6%

New compounds follow:
Structure	RGS12 GoLoco inh	TR SRC2 fluor cs	SMN2 splice enh	TRb SRC2 PPI	RECQ1 inh	LMNA splice mod	ALDH1A1 inh	KDM4E inh
COc1ccc(NC(=S)SC)cc1OC	-10%	-3%	3%	-6%	i	?	0%	?
CC1(C)CC2CC(C)(CN2S(=O)(=O)c2ccc(C(=O)Nc3cccc(S(=O)(=O)N4CCOCC4)c3)cc2)C1 (stereo not drawn)	5%	-3%	-93%[inhibitor]	3%	-2%	?	?	0%
O=C1c2cc(N3CCCC3)c([N+](=O)[O-])cc2C(=O)N1c1ccccc1	-5%	-1%	8%	-4%	3%	-4%	-6%	-3%
COc1ccc(C2C(C#N)=C(N)OC(C(C)(C)C)=C2C#N)cc1OC (stereo not drawn)	-2%	0%	6%	-1%	-9%	9%	?	?
CC(=O)Nc1ccc(C(=S)NCCCO)cc1	8%	3%	27%	0%	i	.	?	5%
COC(=O)c1nn(-c2ccc(OC)cc2)c(=O)cc1Oc1cccc(Cl)c1	-1%	1%	4%	1%	i	19%	-5%	-3%
CCOC(=O)C1(CC2CCCCO2)CCN(C(=O)Nc2ccccc2SC)CC1 (stereo not drawn)	6%	-2%	.	-4%	-7%	.	-4%	0%
CCn1ncc(Br)c1C(=O)Nc1sc2c(c1C(N)=O)CCC2	14%	-6%	-9%	-4%	14%	?	?	8%
COCCN(CCOC)S(=O)(=O)c1ccc(C(=O)Nc2nc(C)c(C(C)=O)s2)cc1	11%	-3%	9%	-5%	-1%	8%	-1%	-3%
CCOC(=O)c1c(-c2ccccc2)oc2ccc(OCC(=O)O)cc12	2%	-1%	.	0%	-8%	.	.	?
Cc1c(NC(=O)C2CCN(S(=O)(=O)c3cccs3)CC2)c(=O)n(-c2ccccc2)n1C	10%	-6%	.	1%	12%	.	14%	1%
BrC(=C\c1ccccc1)/C=N/Nc1nc(N2CCOCC2)nc(N2CCOCC2)n1	-9%	1%	-12%[1.84 µM]	-2%	-3%	?	0%	-9%
O=C(COC(=O)c1cccnc1SCC(=O)NCc1ccccc1)NCc1ccccc1	25%	1%	25%	2%	15%	-26%	5%	-9%
Cn1nccc1CNC(=O)c1ccnn1C	9%	-9%	20%	0%	i	4%	3%	0%
COc1ccc(-c2nc(C)c(C(C)=O)n2O)cc1OC	-21%	-1%	23%	-3%	-2%	-16%	-3%	-5%
COc1ccc(N2CCN(C(=O)c3cccnc3SCc3cccc(Br)c3)CC2)cc1	-4%	-2%	-65%[inhibitor]	2%	-9%	8%[46 µM]	-2%	2%
Cc1ccc(NC(=O)CSc2nc(N)c3cc4c(nc3n2)CCCC4)cc1	25%	1%	4%	-3%	-2%	?	-10%	1%
COc1ncc2nc(-c3ccccc3)c(=O)n(CCC#N)c2n1	-7%	.	.	.	i	5%	?	.
COc1ccc(/C=C/C(=O)Oc2cccc(/C=N/NC(=O)COc3c(C)cccc3C)c2)cc1	-10%	-3%	?	-1%	-6%	?	10%	-6%
O=C(CN1CCN(S(=O)(=O)c2ccc(Br)cc2)CC1)Nc1ccc(F)cc1F	-1%	-1%	-3%	-6%	-13%	-10%	-2%	8%

Next records
Structure	RGS12 GoLoco inh	TR SRC2 fluor cs	SMN2 splice enh	TRb SRC2 PPI	RECQ1 inh	LMNA splice mod	ALDH1A1 inh	KDM4E inh
Cc1cccc(OCCn2c(=O)n(C)c3ccccc32)c1	-5%	-1%	13µM*	-14%	i	4%	-5%	1%
COC(=O)N1CCC[C@@]2(CCN(C(=O)Nc3cccc(C#N)c3)C2)C1	-19%	.	-11%	.	i	.	-6%	.
CCCCNc1nc2c(-c3ccccc3)nnn2c2ccccc12	-9%	-2%	.	1%	10%	.	?	-19%
Brc1ccc(Cn2c(-c3ccc(Br)o3)nc3ccccc32)o1	3%	3%	19%	-3%	-28%	?	1%	i
CN(CCNC(=O)c1cc2c(=O)n(C)c3ccccc3c2n1C)Cc1ccccc1	57%[activator]	-2%	-33%	-6%	15%	-23%	?	?
O=C(c1cccc([N+](=O)[O-])c1)c1ccc2c(c1)C(=O)N(c1c[nH]c(=O)[nH]c1=O)C2=O	-2%	-3%	17%	-4%	3%	-1%[46 µM]	-7%	0%
O=C(NNC(=O)c1cc(-c2ccccc2)nc2ccccc12)Nc1cccc(Cl)c1	-10%	0%	-16%	6%	-11%	-27%	-7%	-13%
Cc1cc(C)c(NC(=O)COC(=O)/C=C/c2cccc(C(F)(F)F)c2)c(C)c1	6%	-3%	0%	6%	i	9%	9%	9%
O=C(O)c1cc(-c2cccc([N+](=O)[O-])c2)n[nH]1	-2%	-5%	-40%[inhibitor]	1%	-7%	1%[46 µM]	5%	1%
CCCn1c(SCC(=O)Nc2nnc(CC)s2)nnc1-c1ccco1	4%	0%	16%	-12%	15%	8%	?	-1%
COc1ccc(CCN(Cc2cccs2)S(=O)(=O)c2ccc(C(=O)O)cc2)cc1OC	-5%	-2%	.	3%	i	4%[46 µM]	6%	9%
Cc1ccc(OCCn2c(=O)sc3ccccc32)cc1	-7%	-4%	13µM*	-1%	-9%	-19%	1%	-7%
COc1ccc(Cn2nnnc2CN2CCC(c3nc4ccccc4s3)CC2)cc1	6%	-5%	10%	-2%	-9%	?	?	4%
O=C(COc1cccc2ccccc12)N/N=C/C=C/c1ccccc1	-3%	-23%	1%	1%	-17%	-18%	7%	1%
CCOC(=O)NCC(C)(C)CNC(=O)OCC	4%	1%	.	-1%	i	13%	3%	3%
Clc1ccc(-c2nc3sccn3c2/C=N/OCc2ccc(Cl)c(Cl)c2)cc1	17%&12%	?	-28%&-10%	-7%	-13%&-4%&-9%	.	6%&1%	.
O=C(COC(=O)/C=C/c1cccc(F)c1)Nc1ccccc1	4%	-1%	8%	6%	i	1%[46 µM]	12%	5%
O=C(c1cc(F)c(F)cc1Cl)N1CCCCC1	2%	1%	-3%	1%	-1%	0%	-1%	2%
CCCCn1c(=N)n(CC(O)COc2cccc(C)c2)c2ccccc21 (stereo not drawn)	9%	-6%	-31%[inhibitor]	-3%	i	?	9%	-1%

Screening results from PubChem.
